G9a block: blocks human histone lysine methyltransferase G9a; G9a H3K9 monomethylation, AlphaScreen, 2 h; Potency, µM (titrated, usually from 102 µM), without a hit: at the highest dose activity, negative = inhibition, actives largely listed as inhibitors; 8.8% of 350,000 active; also: % is scaled to controls: 0 for no effect and ±100 for the full control effect; nearly all actives have a fitted effect of over 75% in size
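G9a (20 nM) was preincubated 15 min with compound, then reacted 2 h at room temperature with 500 nM biotin-H3K9 peptide and 20 µM SAM. Monomethyl-H3K9 detected by AlphaScreen using anti-H3K9me1 antibody.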
PGK inhibitor: T. brucei PGK inhibition | P07378 | PGK/GAPDH coupled, Kinase-Glo luminescence, 60 min | Potency, µM (top dose mostly 57.5 µM), for inactives: at the top dose activity change, negative = inhibition, usual class: inhibitors | 0.043% of 380,000 active; also: % is scaled to controls: 0 for no effect and ±100 for the full control effect; nearly all actives have a fitted effect of over 60% in size
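Recombinant glycosomal PGK reaction used 1,3-bisphosphoglycerate generated in-well by GAPDH (100nM final) in 100mM TEA pH 7.6, 5mM MgCl2, 0.01% Tween-20. After 60 minutes at room temperature, ATP was read by Kinase-Glo Plus luminescence end-point.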
Pin1 inh: blocks the human prolyl isomerase Pin1. Q13526. Pin1 FP peptide displacement, HiFluor488, 10 min. Potency, µM (series often up to 115 µM), for the others: top-dose activity, negative = inhibition, hits mostly inhibitors. 0.009% of 390,000 active. AID 504891; active = well fitted inhibition curve with a large enough effect in the polarisation, with a control signal flat, not every such curve was filed as active; inconclusive = small, poorly fitted or top-dose-only effect, or effect the other way, or a change in a side signal; inactive = no such curve, though single readings can be large or run the other way; the % refers to the polarisation; also: % is scaled to controls: 0 for no effect and ±100 for the full control effect
Target sequence (Q13526 whole entry, looked up): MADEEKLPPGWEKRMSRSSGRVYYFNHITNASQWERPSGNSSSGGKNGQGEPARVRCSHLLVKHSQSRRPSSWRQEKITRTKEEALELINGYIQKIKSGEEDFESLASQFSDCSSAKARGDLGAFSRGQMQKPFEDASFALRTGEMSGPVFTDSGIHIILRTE
POLI inh: inhibitors of human DNA polymerase iota; Q9UNA4; Pol iota fluorescent replication assay, 10 min; Potency, µM (top dose mostly 115 µM), for inactives: at the highest dose activity, negative = inhibition, actives largely listed as inhibitors; 1% of 390,000 active; AID 588590
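Pol iota at 10 nM preincubated 15 min with compounds at room temperature; reaction started with fluorescent substrate, 50 nM final. Fluorescence read kinetically at 0 and 10 min; buffer-only wells as negative control.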
GLS inhibitor: inhibitors of human glutaminase (GLS) | O94925 | GLS enzymatic activity, qHTS titration | Potency, µM (titrated, usually from 45.5 µM), for the others: at the highest dose activity change, negative = inhibition, actives largely listed as inhibitors | 0.21% of 410,000 active; also: % is scaled to controls: 0 for no effect and ±100 for the full control effect
Target sequence (O94925 whole entry, looked up): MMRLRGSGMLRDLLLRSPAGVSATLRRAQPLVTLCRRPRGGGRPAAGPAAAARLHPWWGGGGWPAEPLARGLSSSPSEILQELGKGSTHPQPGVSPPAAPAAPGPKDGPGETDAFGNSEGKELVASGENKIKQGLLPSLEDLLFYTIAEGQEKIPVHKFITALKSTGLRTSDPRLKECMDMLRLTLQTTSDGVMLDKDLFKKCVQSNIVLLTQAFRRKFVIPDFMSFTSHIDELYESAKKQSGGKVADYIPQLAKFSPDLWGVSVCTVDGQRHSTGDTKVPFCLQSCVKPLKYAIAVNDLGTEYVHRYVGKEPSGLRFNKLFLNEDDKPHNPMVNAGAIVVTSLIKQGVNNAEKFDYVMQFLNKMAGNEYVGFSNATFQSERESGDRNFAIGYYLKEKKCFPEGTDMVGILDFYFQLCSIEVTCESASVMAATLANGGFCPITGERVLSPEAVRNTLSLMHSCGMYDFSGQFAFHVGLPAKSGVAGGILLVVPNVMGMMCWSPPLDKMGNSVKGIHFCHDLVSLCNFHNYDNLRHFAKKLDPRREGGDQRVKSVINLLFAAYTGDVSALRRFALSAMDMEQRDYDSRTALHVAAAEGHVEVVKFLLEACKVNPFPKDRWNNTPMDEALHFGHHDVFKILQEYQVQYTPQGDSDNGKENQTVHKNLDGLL
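Two-point fluorescence kinetic (t0, 30 min RT) for hKGA; glutamate detected via glutamate oxidase–HRP–Amplex Red. Substrate: 1 mM L-glutamine solution; buffer 45 mM KH2PO4, pH 8.2.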
HP1b chromo inh: blocks HP1-beta chromodomain binding to methylated histone tails; P83916; AlphaScreen HP1-beta / biotin-H3K9me3 peptide binding; Potency, µM (series often up to 114 µM), inactives show at the top dose activity change, negative = inhibition, actives largely listed as inhibitors; 0.56% of 390,000 active; AID 540317; also: nearly all actives have a fitted effect of over 70% in size; inactives centre near 23
Target sequence (P83916 whole entry, looked up): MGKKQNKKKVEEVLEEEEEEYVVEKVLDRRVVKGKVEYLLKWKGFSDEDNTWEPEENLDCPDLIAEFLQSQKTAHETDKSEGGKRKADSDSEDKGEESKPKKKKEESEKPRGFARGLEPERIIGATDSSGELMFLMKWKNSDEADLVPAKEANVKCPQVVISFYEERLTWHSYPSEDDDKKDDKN
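AlphaScreen: HP1-beta (50 nM) preformed 30 min with biotin-H3(1-18)K9me3 peptide (50 nM) in PBS pH 7.4, 0.01% Tween-20. Compound added for 30 min at RT, then streptavidin donor/nickel chelate acceptor beads (10 ug/mL) for 30 min.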
JMJD2A Tudor inh: inhibitors of human JMJD2A Tudor domain | O75164 | AlphaScreen JMJD2A-Tudor / H3K4me3 peptide binding | Potency, µM (series often up to 114 µM), without a hit: top-dose activity change, negative = inhibition, hits mostly inhibitors | 4.4% of 390,000 active | AID 504339; also: % is scaled to controls: 0 for no effect and ±100 for the full control effect; nearly all actives have a fitted effect of over 50% in size
BLM inh: blocks DNA unwinding by human BLM helicase. AID 2528. P54132. 0.2% of 350,000 active. recombinant BLM DNA unwinding, fluorescence dequenching. Potency, µM (titrated, usually from 56.1 µM), for inactives: at the top dose activity change, negative = inhibition, actives largely listed as inhibitors;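 also: plate controls were vehicle for no effect and no enzyme for full effect; nearly all actives have a fitted effect of over 35% in size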
BAZ2B inh: blocks human BAZ2B. 4.4% of 360,000 active. AID 504333. Potency, µM (top dose mostly 114 µM), without a hit: top-dose activity change, negative = inhibition, actives largely listed as inhibitors. AlphaScreen BAZ2B-H3K14Ac peptide displacement; also: % is scaled to controls: 0 for no effect and ±100 for the full control effect; nearly all actives have a fitted effect of over 60% in size
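AlphaScreen displacement: compounds (up to 110uM) incubated 30 min at room temperature with a preformed 50 nM BAZ2B/50 nM biotinylated H3K14Ac peptide complex in PBS pH 7.4 with Tween-20. Donor and acceptor beads at 10 ug/mL final added, 20 min light-protected before reading.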
The depositor's hits bear a star; [ ] = another dose, or the depositor's remark. Unless noted, calls follow the shape of the dose curve; as a rule, active = well fitted curve in the direction sought with a large enough effect; inconclusive = small, poorly fitted or top-dose-only effect, or another doubt; inactive = no such curve, though single readings can be large; an effect the other way counts as inactive or inconclusive. Potency is read from the fitted curve at half-maximal effect. A portion of the library; rates above refer to the full screens.

How did O=C(Nc1ccc(Cl)c([N+](=O)[O-])c1)c1ccc(NCCCN2CCOCC2)c([N+](=O)[O-])c1 do in these assays?
G9a block: 11.2%[59 µM]; PGK inhibitor: -4.4%; Pin1 inh: 20.5%; POLI inh: 11.8%; GLS inhibitor: 1.8%; HP1b chromo inh: 11.4%; JMJD2A Tudor inh: -11.2%; BLM inh: -3.0%; BAZ2B inh: 4.6%

Results for CSc1ccc(CNCC2CCCO2)cc1 (configuration not stated) ?
G9a block: 1.1%[0.501 µM]; PGK inhibitor: inactive; Pin1 inh: -5.1%; POLI inh: 6.5%; GLS inhibitor: -0.8%; HP1b chromo inh: 18.7%; JMJD2A Tudor inh: -1.4%; BLM inh: 5.0%; BAZ2B inh: 11.7%

How did CCN(C(=O)COC(=O)/C=C/c1c(C)nn(Cc2ccc(C)cc2)c1C)C1CCS(=O)(=O)C1 (configuration not stated) do in these assays?
G9a block: -18.1%; PGK inhibitor: -12.5%; Pin1 inh: -3.7%; POLI inh: 131.5%[activator]; GLS inhibitor: -0.6%; HP1b chromo inh: 28.3%; JMJD2A Tudor inh: -21.6%[57.1 µM]; BLM inh: -4.0%; BAZ2B inh: -17.5%

What do the screens show for `O=C(Oc1ccc(F)c(F)c1)c1ccc2c(=O)n3c(nc2c1)CCC3`?
G9a block: inconclusive; PGK inhibitor: 6.4%; Pin1 inh: 11.6%; POLI inh: 44.1%[activator]; GLS inhibitor: -5.9%; HP1b chromo inh: 35.8%; JMJD2A Tudor inh: 1.4%; BAZ2B inh: -3.5%

What do the screens show for `COc1ccc(CC(=O)NNC(=O)c2ccc(Br)s2)cc1OC`?
PGK inhibitor: 7.0%; Pin1 inh: 1.7%; POLI inh: 6.5%; GLS inhibitor: 27.5%; HP1b chromo inh: 21.2%[57 µM]; JMJD2A Tudor inh: -9.0%

How did Cc1cn2c(=O)cc(COC(=O)c3cccc(NC(=O)C(C)Oc4ccccc4)c3)nc2s1 (configuration not stated) do in these assays?
G9a block: 23.2%[59 µM]; PGK inhibitor: 3.4%; Pin1 inh: 1.6%; POLI inh: -3.6%; GLS inhibitor: 0.4%; HP1b chromo inh: 11.2%; JMJD2A Tudor inh: -14.6%; BLM inh: 2.0%; BAZ2B inh: -4.8%

How did CCCCCC(=O)N1CCCC(c2nc(-c3ccc(OC)cc3)no2)C1 (configuration not stated) do in these assays?
G9a block: 28.8%; PGK inhibitor: 2.1%; Pin1 inh: 1.5%; POLI inh: 9.4%; GLS inhibitor: 2.1%; HP1b chromo inh: 60.1%[activator]; JMJD2A Tudor inh: 20.5%; BLM inh: -4.3%; BAZ2B inh: 6.7%

How did COc1ccc(/C=C2\OC(=S)N(C)C2=O)cc1 do in these assays?
G9a block: inconclusive; PGK inhibitor: -2.6%; Pin1 inh: 0.5%; POLI inh: 8.9%; GLS inhibitor: 11.2%; HP1b chromo inh: 6.5%; JMJD2A Tudor inh: -8.7%; BLM inh: -0.8%; BAZ2B inh: -10.8%

How did O=[N+]([O-])c1ccc2c(c1)C(N1CCOCC1)/C(=C/COc1ccc(Cl)cc1Cl)O2 (configuration not stated) do in these assays?
G9a block: inconclusive; PGK inhibitor: -9.6%; Pin1 inh: 2.8%; POLI inh: -2.9%; GLS inhibitor: -10.5%; HP1b chromo inh: 3.8%; JMJD2A Tudor inh: -20.5%; BLM inh: -7.5%; BAZ2B inh: -39.0%

What do the screens show for `Cc1cc(C(F)(F)F)n2ncc(-c3cccc(Br)c3)c2n1`?
G9a block: -20.3%; PGK inhibitor: 8.4%; Pin1 inh: 1.3%; POLI inh: 4.6%; GLS inhibitor: -0.7%; HP1b chromo inh: 26.4%; JMJD2A Tudor inh: -15.6%; BLM inh: -0.6%; BAZ2B inh: inconclusive

Copied from the results shown (2 entries):
How did O=[N+]([O-])c1ccc2c(c1)C(N1CCOCC1)/C(=C/COc1ccc(Cl)cc1Cl)O2 (configuration not stated) do in these assays?
G9a block: inconclusive; PGK inhibitor: -9.6%; Pin1 inh: 2.8%; POLI inh: -2.9%; GLS inhibitor: -10.5%; HP1b chromo inh: 3.8%; JMJD2A Tudor inh: -20.5%; BLM inh: -7.5%; BAZ2B inh: -39.0%

What do the screens show for `Cc1cc(C(F)(F)F)n2ncc(-c3cccc(Br)c3)c2n1`?
G9a block: -20.3%; PGK inhibitor: 8.4%; Pin1 inh: 1.3%; POLI inh: 4.6%; GLS inhibitor: -0.7%; HP1b chromo inh: 26.4%; JMJD2A Tudor inh: -15.6%; BLM inh: -0.6%; BAZ2B inh: inconclusive

Other results
How did Cc1cc(OCC(=O)N[C@@H](Cc2ccccc2)c2nc3ccccc3[nH]2)ccc1Cl do in these assays?
G9a block: -2.1%[59 µM]; PGK inhibitor: -8.5%; Pin1 inh: -4.2%; POLI inh: 42.3%; GLS inhibitor: 4.1%; HP1b chromo inh: 19.6%; JMJD2A Tudor inh: 1.3%; BLM inh: -8.4%; BAZ2B inh: 8.8%

Results for O=C(COC(=O)c1cccc(S(=O)(=O)N2CCOCC2)c1)Nc1ncc(Cl)cc1Cl ?
G9a block: 5.3%[12.7 µM]; PGK inhibitor: -8.7%; Pin1 inh: -0.1%; POLI inh: -12.7%; GLS inhibitor: -8.1%; HP1b chromo inh: 29.2%; JMJD2A Tudor inh: -1.0%; BAZ2B inh: -3.2%

What do the screens show for `CCN(CC)c1ccc(/C=C/c2cccc[n+]2C)c(OC)c1`?
G9a block: 35.5µM*; PGK inhibitor: -6.2%; Pin1 inh: inconclusive; POLI inh: 43.3%[activator]; GLS inhibitor: inconclusive; HP1b chromo inh: -18.2%; JMJD2A Tudor inh: 17.8µM*; BLM inh: -0.1%; BAZ2B inh: 50.1µM*

What do the screens show for `CCOC(=O)N1CCC(NC(=O)C2CCCN(S(=O)(=O)c3cccc4nsnc34)C2)CC1` (configuration not stated)?
G9a block: 5.2%; PGK inhibitor: -2.0%; Pin1 inh: 1.3%; POLI inh: -6.0%; GLS inhibitor: 1.9%; HP1b chromo inh: 10.0%; JMJD2A Tudor inh: 4.3%; BLM inh: -3.1%; BAZ2B inh: -1.5%

How did COc1ccc(C(=O)/C=C/c2ccc(OC3CSC3)cc2)cc1 do in these assays?
G9a block: -9.3%[59 µM]; PGK inhibitor: 4.7%; Pin1 inh: -6.5%; POLI inh: 141.3%[activator]; GLS inhibitor: -2.1%; HP1b chromo inh: 41.7%[activator]; JMJD2A Tudor inh: -11.8%; BLM inh: -8.9%; BAZ2B inh: -4.2%

How did CC(=O)NC(CCS(C)(=O)=O)C(=O)Nc1ccc(F)cc1Cl (configuration not stated) do in these assays?
G9a block: -1.7%[59 µM]; PGK inhibitor: inactive; Pin1 inh: 4.5%; POLI inh: 26.6%; GLS inhibitor: 4.6%; HP1b chromo inh: 22.6%; JMJD2A Tudor inh: -20.9%; BLM inh: -3.7%; BAZ2B inh: -2.3%

What do the screens show for `O=CC1=C(c2ccccc2)Oc2ccccc2O1`?
PGK inhibitor: inactive; Pin1 inh: -0.5%; POLI inh: -13.1%; GLS inhibitor: 3.0%; HP1b chromo inh: 45.0%[activator]; JMJD2A Tudor inh: -8.9%; BLM inh: 0.5%; BAZ2B inh: -5.2%

How did CC(C)Oc1ccc(CNC(=O)c2cnc3sc(N4CCCCCC4)nn3c2=O)cc1 do in these assays?
G9a block: -3.6%[59 µM]; PGK inhibitor: 6.9%; Pin1 inh: -0.6%; POLI inh: 17.6%; GLS inhibitor: -11.5%; HP1b chromo inh: 9.5%; JMJD2A Tudor inh: -11.3%; BLM inh: -2.0%; BAZ2B inh: -17.5%

Results for O=C(CN(Cc1ccccc1)C(=O)CNS(=O)(=O)c1ccccc1)NCC1CCCO1 (configuration not stated) ?
G9a block: 11.9%; PGK inhibitor: -10.5%; Pin1 inh: 8.3%; POLI inh: 32.8%[activator]; GLS inhibitor: -4.1%; HP1b chromo inh: 38.5%[activator]; JMJD2A Tudor inh: -1.4%; BLM inh: -0.8%; BAZ2B inh: 0.2%

How did CCOc1cccc2sc(N(CCN(CC)CC)C(=O)c3cccc([N+](=O)[O-])c3)nc12 do in these assays?
G9a block: inconclusive; PGK inhibitor: -8.3%; Pin1 inh: inconclusive; POLI inh: 21.1%; GLS inhibitor: 5.7%; HP1b chromo inh: 13.2%; JMJD2A Tudor inh: -6.0%; BLM inh: 32.4%[activator]

What do the screens show for `COc1ccc(N2CCN(C3CCN(S(=O)(=O)c4ccc(F)cc4)CC3)CC2)cc1`?
PGK inhibitor: inactive; Pin1 inh: -0.3%; POLI inh: 22.3%; GLS inhibitor: -1.4%; HP1b chromo inh: 39.6%[activator]; JMJD2A Tudor inh: -6.1%; BLM inh: -3.0%; BAZ2B inh: 13.0%

What do the screens show for `O=C(COC(=O)CNC(=O)C1CCCCC1)NCc1ccccc1`?
G9a block: 3.7%[12.7 µM]; PGK inhibitor: -5.3%; Pin1 inh: 2.9%; POLI inh: -23.0%; GLS inhibitor: -5.7%; HP1b chromo inh: 46.7%[activator]; JMJD2A Tudor inh: 4.1%; BAZ2B inh: -14.4%

What do the screens show for `Cc1nn(-c2ccccc2)c(Cl)c1/C=N/NS(=O)(=O)c1ccc(Br)cc1`?
G9a block: -21.7%; PGK inhibitor: 2.1%; Pin1 inh: 11.8%; POLI inh: -0.4%; GLS inhibitor: 16.4%; HP1b chromo inh: 11.5%; JMJD2A Tudor inh: -28.4%; BLM inh: -6.2%; BAZ2B inh: -12.4%

What do the screens show for `CCN(Cc1ccc2c(c1)OCCO2)C(=O)CSc1nc(C)nc2sc(C)c(C)c12`?
G9a block: -6.4%[59 µM]; PGK inhibitor: inactive; Pin1 inh: 32.0%[activator]; POLI inh: 14.8%; GLS inhibitor: -3.0%; HP1b chromo inh: 24.2%; JMJD2A Tudor inh: -24.2%; BAZ2B inh: -0.4%

What do the screens show for `CC(O)[C@H]1CN=C(N)N1CCc1cc(C(F)(F)F)cc(C(F)(F)F)c1` (some centres not stated)?
G9a block: 4.0%[59 µM]; PGK inhibitor: -9.0%; Pin1 inh: 3.1%; POLI inh: -2.4%; GLS inhibitor: 0.4%; HP1b chromo inh: 8.6%; JMJD2A Tudor inh: -21.1%; BLM inh: -0.7%; BAZ2B inh: 3.9%

From PubChem BioAssay
